# PglD DTNB: inhibitors of Campylobacter jejuni PglD acetyltransferase; purified PglD enzyme, DTNB colorimetric CoA detection; inhibition, % at 12.5 µM; hit rate 0.098% among 360,000; in the data active = inhibition above about 16%, passing the limit was not always enough; inconclusive = no clear call, values can overlap the other calls; note: strong numbers were not always called active
# E-sel inducer: E-selectin induction on HUVECs; hit rate 0.37% among 260,000; AID 686992; P16581; HUVEC E-selectin immunofluorescence imaging; normalized: neutral wells 0, TNF-alpha wells 100; activation, % at 7.58 µM;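 active = mean E-selectin-positive cell signal at least 10% of the positive control, reached in at least 60% of replicates, without over 20% cell loss; inconclusive = no rule given, readout overlaps actives, possibly toxicity-flagged; inactive = the rest, including those meeting only one limit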;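 note: in these data hits start at about 27%; measured in HUVEC primary endothelial cells; signal is the percent of cells scored E-selectin positive by PE staining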
#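 Test system: HUVEC; input: 3,000 HUVEC/well; measured by: immunofluorescence imaging; read-out: % PE-positive cells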
# miR-122 sensor: miR-122 inhibition in Huh7 cells; Huh7 miR-122 Renilla luciferase sensor, 48 h; neutral wells = 0, positive control = 100; activation (reporter increase), % at 12.5 µM; hit rate 0.3% among 340,000; AID 602342;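 active = mean replicate activation score at least 90 and every replicate individually at or above 90; inconclusive = only one of the two criteria met; inactive = neither criterion met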;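 note: higher luciferase means less miR-122 activity so hits act as miR-122 inhibitors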
# Cneo AK release: causes C. neoformans cell lysis. adenylate kinase release luminescence, 4 h; normalised: neutral wells 0, clomiphene wells 100. lysis activity, % at 15 µM. hit rate 0.2% among 360,000. AID 651654;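 active = mean lysis activity across replicates of at least 80%, whatever share of replicates individually reach that level; inactive = mean lysis activity below 80%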
#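 Material – log-phase Cryptococcus neoformans yeast cells · Input – 5 × 10^6 yeast cells/mL · Medium – fresh YPD growth medium · Doses – single compound concentration per well · Timing – static 4 h at 37 °C with compound, 1 h detection · Detection – adenylate kinase release luminescence · Read-out – signal increase indicating cell lysis · Control set – Clomiphene as positive lysis control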
# PGC1a acetyl inh: PGC1a acetylation modulation, inhibitor mode | AID 651687 | U2OS PGC1a acetylation, AlphaScreen anti-acetyl-lysine; with virally co-expressed GCN5 acetyltransferase | inhibition, % at 15.6 µM | hit rate 0.17% among 350,000;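 active = every replicate shows inhibition of at least 40%; inconclusive = mean inhibition at least 40% but some replicate below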;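 note: 0% = neutral control wells and 100% = positive control wells; some results beyond the cut were filed as inactive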
# RAD54 branch: RAD54 (human) branch migration inhibition | Q92698 | RAD54 Holliday junction branch migration, FAM/BHQ fluorescence | inhibition, % at 10.4 µM | hit rate 0.14% among 360,000 | AID 602329;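 active = mean normalized replicate activity at least 40 and at least half of replicates scoring 40 or more; inconclusive = only one of the two criteria met; inactive = mean below 40 and under half of replicates reaching 40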;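 note: 0% = median of neutral control wells and 100% = median of positive control wells; inhibitors cause a drop in the FAM fluorescence signal; in these data hits start at about 50%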
# Target sequence (Q92698 whole entry, looked up): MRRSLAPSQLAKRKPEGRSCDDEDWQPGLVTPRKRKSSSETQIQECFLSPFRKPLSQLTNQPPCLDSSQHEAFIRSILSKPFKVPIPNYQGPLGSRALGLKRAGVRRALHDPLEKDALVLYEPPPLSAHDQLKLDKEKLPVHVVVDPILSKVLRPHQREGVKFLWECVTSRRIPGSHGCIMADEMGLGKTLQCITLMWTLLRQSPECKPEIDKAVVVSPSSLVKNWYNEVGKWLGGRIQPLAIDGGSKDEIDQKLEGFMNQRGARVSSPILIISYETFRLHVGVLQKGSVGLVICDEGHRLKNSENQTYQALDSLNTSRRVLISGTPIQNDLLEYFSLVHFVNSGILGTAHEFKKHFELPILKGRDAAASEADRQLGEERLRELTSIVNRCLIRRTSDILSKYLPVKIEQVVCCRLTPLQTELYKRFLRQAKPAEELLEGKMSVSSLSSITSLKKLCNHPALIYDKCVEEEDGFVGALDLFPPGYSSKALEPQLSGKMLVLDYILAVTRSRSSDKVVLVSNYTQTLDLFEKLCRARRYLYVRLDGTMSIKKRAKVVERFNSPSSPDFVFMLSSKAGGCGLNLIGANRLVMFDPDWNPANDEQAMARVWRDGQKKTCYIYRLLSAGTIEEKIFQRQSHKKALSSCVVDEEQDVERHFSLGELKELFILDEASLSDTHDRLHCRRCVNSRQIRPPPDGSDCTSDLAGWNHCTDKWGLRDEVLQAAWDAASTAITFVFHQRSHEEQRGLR
# RAD52 inh: inhibitors of human RAD52 DNA annealing | recombinant RAD52 DNA annealing, FRET fluorescence | P43351 | inhibition, % at 18.7 µM | hit rate 0.46% among 360,000;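 active = every replicate showing at least 50% inhibition; inconclusive = mean inhibition at least 50% but not in every replicate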
# ERAP1 HTS inh: ERAP1 (human) enzyme inhibition | Q9NZ08 | recombinant ERAP1, Leu-AMC fluorescence, 60 min | inhibition, % at 10.7 µM | hit rate 0.15% among 340,000 | AID 652197;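 active = mean replicate inhibition of at least 30%, or all replicates individually reaching that 30% level; inactive = mean below 30% and not every replicate reaching it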;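 note: 0% = neutral control wells and 100% = L-leucinethiol positive control wells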
# * hit, by the source's call; ? = inconclusive; · = not tested or not shown; & = joins results of further samples; [ ] = dose if it differs, or a comment.
SMILES,PglD DTNB,E-sel inducer,miR-122 sensor,Cneo AK release,PGC1a acetyl inh,RAD54 branch,RAD52 inh,ERAP1 HTS inh
C[C@@H]1CN([C@@H](C)CO)C(=O)Cc2cc(NC(=O)Nc3cccc4ccccc34)ccc2O[C@@H]1CN(C)Cc1ccc(Oc2ccccc2)cc1,-1,·,-8[16.7 µM],6,-7,6,3,1
C[C@H]1CCCCO[C@H](CN(C)C(=O)NC2CCCCC2)[C@@H](C)CN([C@@H](C)CO)C(=O)c2cc(NS(C)(=O)=O)ccc2O1,-1,·,2[16.7 µM],1,-5,2,·,·
Cc1c(C(=O)O)oc2ccc(S(=O)(=O)N3CCCC3)cc12,-1,0.4,3,6,6,3,-8,1
COc1ccc(C(=O)Nc2cc(Cl)ccc2-n2cncn2)c(OC)c1OC,-2,·,7,0,?,-2,0,6
CCOC(=O)c1c(C)[nH]c(C(=O)OC)c1CCC(=O)OC,5,·,-1,2,-2,0,·,·
COc1ccc(NC(=O)CN(C)CC(=O)N(C)C2(C#N)CCC(C)CC2)cc1 (stereo not given),-1,0.5,·,-4,0,-5,-24,3
Cc1n[nH]c(C)c1S(=O)(=O)N1CCC(C(=O)O)CC1,4,·,2,-1,4,-1,·,·
Cc1ccccc1NC(=O)N1C2CCCC1CC(NC(=O)C(C)(C)C)C2 (stereo not given),1,·,-1,-13,1,-3,·,·
CC(=O)N1CCN(c2cc(-c3ccccc3)nc3cc(-c4cccc(Cl)c4)nn23)CC1,-4,0.6,2,1,·,-7,-14,0
COc1ccc(C(=O)N2CCN(Cc3ccccc3[N+](=O)[O-])CC2)cc1,10,·,5,0,-18,4,-2,1
CCNC(=O)/C(C#N)=C/c1c(N2CC(C)OC(C)C2)nc2ccccn2c1=O (stereo not given),-7,·,-4,1,·,-2,·,·
CN(C(=O)c1cccc(NC(=O)c2cccs2)c1)c1ccccc1,-2,-0.2,-1,0,-2,-1,-11,-2
CNC(=O)CSc1nnc(-c2ccco2)n1-c1cccc(C)c1,10,0.1,-2,-2,·,2,-9,0
CCc1ccc(C(=O)COC(=O)CNC(=O)CNC(=O)Cc2ccccc2)cc1,1,·,-3,0,3,-3,·,·
CCn1c(C(C)NS(=O)(=O)c2ccc(Cl)cc2)n[nH]c1=S (stereo not given),-3,-0.2,2,0,0,4,-7,8
Cc1nn(C(C)C(=O)NCC2CCCO2)c(C)c1[N+](=O)[O-] (stereo not given),·,-0.2,-6,·,0,·,-16,·
CC(=O)Nc1ccc(CN2CCN(CC=C(C)C)C(CCO)C2)cc1 (stereo not given),-1,2.1,1,2,15,-4,-9,-1
CSc1ccc(CN(C)Cc2nc3cc(C(F)(F)F)ccc3c(=O)[nH]2)cc1,1,1.0,4,3,-6,-4,-16,-6
Cc1ccc(-n2nc3c(c2NC(=O)CC(C)C)CS(=O)(=O)C3)c(C)c1,6,·,-7,-1,-6,0,-9,-2
COc1ccc(-n2nnnc2C(CCSC)N2CCN(C/C=C/c3ccccc3)CC2)cc1 (stereo not given),-1,0.2,1,-13,14,3,27,0
CCOc1ccc(Cl)cc1-c1cc(C(=O)NCCc2ccncc2)[nH]n1,2,0.5,-8,-1,-6,-1,-8,-2
C[C@@H]1CCCCO[C@H](CN(C)Cc2ccc(C(=O)O)cc2)[C@H](C)CN([C@@H](C)CO)C(=O)c2cc(NC(=O)Cc3ccccc3)ccc2O1,0,0.2,5[16.7 µM],-3,21,-5,5,-2
COc1ccc(NC(=O)Nc2ccc3c(c2)C(=O)N([C@@H](C)CO)C[C@H](C)[C@@H](CN(C)Cc2ccccc2)OCCCC[C@H](C)O3)cc1,4,0.1,-2[16.7 µM],5,-9,1,32,-4
C[C@@H]1CCCCO[C@H](CN(C)C(=O)c2ccccc2)[C@@H](C)CN([C@H](C)CO)C(=O)c2cc(NC(=O)CCC(F)(F)F)ccc2O1,2,-0.2,10[16.7 µM],-5,-1,-2,9,-1
CCc1ccc(CN(C(=O)COc2c(C)cccc2C)C2CCS(=O)(=O)C2)cc1 (stereo not given),0,·,1,1,-8,-9,4,-2
O=C(CN1CCOCC1)NCC[C@@H]1CC[C@@H](NC(=O)c2ccc3c(c2)OCO3)[C@@H](CO)O1,-4,-0.1,·,-6,-2,-3,9,-3
CCC(=O)Nc1ccc2c(c1)C(=O)N(C)C[C@H](OC)[C@H](C)CN(CCC(F)(F)F)[C@H](C)CO2,-1,-0.2,10[16.7 µM],0,-15,-7,-8,4
O=S(=O)(c1ccccc1)N1C[C@@H]2[C@H](c3ccccc31)[C@@H](CO)N2Cc1ccc(F)cc1,-2,-0.4,21[16.7 µM],-5,-16,-1,7,0
COc1cc(C(=O)NCCC(=O)NCc2ccc3c(c2)OCO3)cc(OC)c1OC,0,·,-6,-2,3,-5,·,·
CNC[C@@H]1Oc2ccc(NS(=O)(=O)c3cccs3)cc2C(=O)N([C@@H](C)CO)C[C@@H]1C,0,0.1,-4[16.7 µM],-16,-1,14,-6,4
Cc1noc(C)c1NC(=O)N(C)C[C@@H]1OCCCC[C@@H](C)Oc2ccc(NC(=O)c3ccccc3)cc2C(=O)N([C@@H](C)CO)C[C@H]1C,4,-0.1,-2[16.7 µM],29,-1,-8,-1,5
O=c1oc2ccccc2c(N2CCCC2)c1CN1CCCC1,-8,·,0,-1,-11,3,-13,-2
O=C(NCc1ccco1)c1cc2n(n1)C(C(F)(F)F)CC(c1ccc(Br)cc1)N2 (stereo not given),-3,·,-13,-1,-3,6,·,·
COC(C(=O)Nc1ccnn1C1CCN(C(=O)c2ccc(C)cc2)CC1)c1ccccc1 (stereo not given),-4,8.5,-11,-2,-2,1,-3,0
COc1ccccc1-n1c(C)c(C(=O)O)c2cc(OC)c3ccccc3c21,-3,0.6,2,-3,4,-14,-18,0
Cc1noc(C)c1S(=O)(=O)Nc1ccc2c(c1)C(=O)N([C@@H](C)CO)C[C@H](C)[C@H](CN(C)Cc1ccc(C(=O)Nc3ccccc3N)cc1)O2,·,0.4,·,·,-2,·,-8,-3
CCOC(=O)Cn1cc(/C=N/NC(=O)c2ccc(C#N)cc2F)c2ccccc21,2,·,2,1,-4,0,·,·
Cc1ccc(NC(=O)CCCn2c(=O)oc3ccccc32)c(O)c1,-5,-0.2,1,6,4,1,-19,-1
O=S(=O)(c1ccc(Cl)cc1)N1CCC(N2CCCCCC2)CC1,·,·,-14,5,-2,-2,·,·
C[C@H]1CN([C@@H](C)CO)S(=O)(=O)c2ccc(-c3ccccc3)cc2O[C@H]1CN(C)Cc1cncnc1,1,0.1,0[16.7 µM],-1,-5,-9,5,1
COCc1cn(CC[C@@H]2CC[C@@H](NC(=O)Nc3ccc(F)cc3)[C@@H](CO)O2)nn1,1,-1.0,·,13,8,8,-6,1
COc1ccc(CN(C)C[C@@H]2OCCCC[C@H](C)Oc3ccc(NC(=O)Nc4ccc(F)cc4)cc3C(=O)N([C@H](C)CO)C[C@H]2C)cc1,0&12,0.7,-1,1&57,11&-3,4&9,33&18,-9&-2
Cn1c(SCc2ccc(F)cc2)nnc1-c1ccccn1,5,·,13,0,32,3,·,·
NC(=O)c1ccc(S(=O)(=O)N2CCSCC2)cc1,-6,-1.3,3,2,8,-6,-6,3
O=C(N/N=C/c1ccc(F)c(F)c1)c1cccc(S(=O)(=O)N2CCCCC2)c1,-1,-0.2,·,-2,-1,-7,-6,1
Cc1nc(C)c(-c2ccc(SCC(=O)Nc3ccccc3)nn2)s1,-1,0.0,-1,-1,-8,-14,-19,-2
CCCC#Cc1cnc2c(c1)C(=O)N([C@H](C)CO)C[C@@H](C)[C@@H](CN(C)S(=O)(=O)c1ccccc1)O2,1,0.5,-2[16.7 µM],56,-19,-1,13,4
O=[N+]([O-])c1cccc(Nc2c([N+](=O)[O-])ccc3nonc23)c1,-4,?,-5,2,1,1,-7,0
Cc1c(Cl)cnc(NC(=O)CSc2nnc3ccccn23)c1Cl,3,·,-8,0,10,8,·,·
Cc1c[nH]c2ccccc12,2,·,0,1,·,8,·,·
CCc1c(C)sc2nc(SCC(=O)Nc3cc(C)on3)n(CCOC)c(=O)c12,-4,·,0,7,-21,6,·,·
C[C@H](CO)N1C[C@H](C)[C@@H](CN(C)Cc2ccccc2)Oc2c(NC(=O)Nc3ccccc3)cccc2C1=O,4,-4.4,58[16.7 µM],2,-19,-12,0,0
CCOc1ccc(S(=O)(=O)N2CCCCC2)cc1NC(=O)Cc1cc(OC)c(OC)c(OC)c1,6,-0.2,3,0,8,7,-6,1
COc1ccc(C(=O)NCC(=O)OCC(=O)c2ccc3c(c2)NC(=O)CO3)cc1OC,·,·,-2,·,1,·,-17,-9
O=C(NCc1cccnc1)c1sc2ccccc2c1Cl,-3,·,6,-1,-5,-5,-8,-7
C=CCSc1nc(C)c(CC(=C)C)c(=O)[nH]1,·,1.1,·,·,-6,·,-10,-1
CCC(C(=O)Nc1cccc(S(=O)(=O)N(C)c2ccccc2)c1)c1ccccc1 (stereo not given),1,1.6,6,-2,0,9,-5,2
COc1ccc(N2CCN(C(=O)COC(=O)COc3cccc(C(F)(F)F)c3)CC2)cc1,-2,-0.9,-8,3,5,3,2,0
CC(C)NC(=O)Nc1ccc2c(c1)C(=O)N([C@H](C)CO)C[C@H](C)[C@@H](CN(C)Cc1ccc(Oc3ccccc3)cc1)O2,1,0.0,-4[16.7 µM],-3,-8,2,3,1
Clc1cccc(-c2cc3nc4c(c(N5CCOCC5)n3n2)CCCC4)c1,-6,·,1,-1,·,-3,·,·
# The list goes on.
SMILES,PglD DTNB,E-sel inducer,miR-122 sensor,Cneo AK release,PGC1a acetyl inh,RAD54 branch,RAD52 inh,ERAP1 HTS inh
C[C@H](CO)N1C[C@H](C)[C@H](CN(C)S(=O)(=O)c2ccccc2)OCc2ccccc2-c2c(n(C)c3ccccc23)C1=O,·,0.0,0,·,-7&1,·,7&8,-3&1
COc1ccccc1OCc1ccc(C(=O)c2ccccc2)cc1,7,0.0,-10,-6,11,-13,-12,·
COc1cc(OC)cc(C(=O)Nc2cccc(N3CCCC3)c2)c1,1,·,4,0,·,11,1,-4
c1n[nH]c(NCc2ccc3c(c2)OCO3)n1,4,·,-10,0,-4,5,·,·
COc1ccccc1CNC(=O)CCC(=O)n1ncc2cc(C)ccc21,2,0.0,1,0,-13,9,-18,4
COc1cc(-c2nc(S(=O)(=O)c3ccc(C)cc3)c(N(C)C)o2)cc(OC)c1OC,2,·,-1,-1,-12,-7,·,·
COc1ccc(NS(=O)(=O)c2ccc3c(c2)CCC(=O)N3)c(OC)c1,7,·,2,-2,20,-3,-3,3
C/C=C/C(=O)N1c2ccccc2C(C)=CC1(C)C,-12,0.4,-5,-2,4,1,-7,0
Nc1ccc(C(=O)OCCCc2nc3cc4ccccc4cc3[nH]2)cc1,0,1.8,1,-3,-18,-5,-3,-1
C[C@H]1CN([C@@H](C)CO)C(=O)Cc2cc(NC(=O)CCCCCC(=O)Nc3ccccc3N)ccc2O[C@H]1CN(C)S(=O)(=O)c1cn(C)cn1,0,0.0,-1[16.7 µM],-4,-10,-2,-8,-1
CS(=O)(=O)c1ccc(-c2sc3ccccc3c2C(=O)NCCCN2CCOCC2)cc1,2,-0.1,-1,0,2,8,-5,2
CC(C)=C1C(=O)NN(c2ccc(F)c(Cl)c2)C1=O,5,·,-3,-2,-4,-5,-14,2

# Source: PubChem BioAssay

# Compounds as they come, and some 1.4% of all compounds hit somewhere here.
